From PubChem
MEKK2mut PB1 HTS – signal of MEK5 binding to mutant human MEKK2 PB1 domain | 290,000 tested, 0.35% active | bead flow cytometry, Alexa488-MEK5 binding to MEKK2 mutant | percent response, % at 10 µM | AID 1530; in the data active = percent response above about 24%, passing the limit was not always enough; also: inactives centre near 1; some results filed as inactive read as strong as hits
MEKK2wt PB1 HTS – raises or lowers MEK5 binding to wildtype human MEKK2 PB1 domain. Q9Y2U5. bead flow cytometry, Alexa488-MEK5 binding to MEKK2 WT; actives lie on both sides. binding response (% of control), % at 10 µM. 290,000 tested, 1.1% active. AID 1531; in the data active = binding response below about 67% or above about 130%
FID counter – displaces DNA intercalator in HCV helicase counter-screen | DNA fluorescent intercalator displacement, fluorescence | inhibition, % at 7.9 µM | 290,000 tested, 0.17% active | AID 1845; in the data active = inhibition above about 37%;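 also: 0% = vehicle and 100% = reference compound; higher means more ethidium bromide displaced from hairpin DNA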
UBC9 SUMO inh – inhibitors of human SUMOylation (UBC9); P63279; HTRF SUMOylation assay, SAE1/SAE2 + UBC9, in vitro; inhibition, % at 35 µM; 290,000 tested, 0.36% active; AID 2006; in the data active = inhibition above about 50%, passing the limit was not always enough; also: strong numbers were not always called active
Target sequence (P63279 whole entry, looked up): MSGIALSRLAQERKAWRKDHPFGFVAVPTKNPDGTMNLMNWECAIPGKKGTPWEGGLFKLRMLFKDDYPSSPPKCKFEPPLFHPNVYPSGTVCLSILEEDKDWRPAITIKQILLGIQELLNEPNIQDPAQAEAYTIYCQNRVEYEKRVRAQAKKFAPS
IMP-1 inhibitor – inhibitors of Pseudomonas aeruginosa IMP-1 metallo-beta-lactamase. purified IMP-1, nitrocefin hydrolysis, epi-absorbance fluorescence. inhibition, % at 5.6 µM. 290,000 tested, 0.45% active;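 active = inhibition above the mean plus 3 SD of all compounds in the same screening run, cut at about 4.5% in these data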;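 also: 0% = IMP-1 with DMSO and 100% = DMSO wells lacking enzyme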
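System: purified IMP-1; amount: IMP-1 0.2 nM before substrate addition; compound: single dose, 5.6 µM; times: 25 °C, 15 min preincubation, 25 min reaction; signal: Epi-absorbance via hydrolysed-nitrocefin quenching of white-plate fluorescence, 480/530 nm, EDTA stop; benchmarks: DMSO with and without IMP-1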
M18AAP inhibitor – PfM18AAP enzyme inhibition; 290,000 tested, 1.2% active; recombinant PfM18AAP, H-Glu-NHMec fluorogenic cleavage; AID 1822; inhibition, % at 7.35 µM;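 active = inhibition above the campaign mean inhibition over all tested compounds plus 3 SD, cut at about 28% in these data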;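 also: 0% = plate median of test compound wells and 100% = 2 mM ZnCl2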
NALP1 yeast inh – NALP1 inhibition; S. cerevisiae NALP1/ASC/caspase-1 growth, X-gal OD620, 72 h; 280,000 tested, 0.61% active; inhibition, % at 10 µM; AID 2071; in the data active = inhibition mostly above about 24%, no sharp cut-off; inactive = mostly below about 32%; also: some compounds called inactive have numbers as strong as hits
HCV NS3 hel inh – HCV NS3 helicase inhibition | 290,000 tested, 0.56% active | AID 1800 | NS3 helicase DNA unwinding, Cy5 molecular beacon fluorescence | inhibition, % at 10.9 µM;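 active = inhibition above the mean of all tested compounds plus 3 SD, set per campaign, cut at about 35% in these data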;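 also: 0% = DMSO wells and 100% = thioflavine S control wells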
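assay system = NS3 helicase fragment of HCV | buffer or medium = MOPS pH 6.5, MgCl2, DTT, Tween20, BSA | timing = 60 min unwinding reaction at 25 °C after ATP addition | signal = Cy5 beacon fluorescence read at start and 1 h | read-out basis = % inhibition of unwinding | control set = low DMSO, high thioflavine S at 110 µM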
VIM-2 inh – inhibitors of Pseudomonas aeruginosa VIM-2 metallo-beta-lactamase; purified VIM-2, nitrocefin hydrolysis, epi-absorbance fluorescence; inhibition, % at 5.6 µM; 290,000 tested, 0.89% active; AID 1527;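 active = inhibition above the mean of all tested compounds plus 3 SD, cutoff set per screening run, cut at about 7.5% in these data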;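 also: red hydrolysis product quenches plate fluorescence so inhibitors raise well fluorescence; 0% = enzyme with DMSO and 100% = DMSO without enzyme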
An asterisk follows results filed as active; / = no result given; & = joins results of further samples.

nr	Compound	IMP-1 inhibitor	FID counter	VIM-2 inh	HCV NS3 hel inh	MEKK2wt PB1 HTS
1	Oc1ccc(Br)cc1/C=N/n1c(-c2ccccc2)n[nH]c1=S	3.3	-10.5	2.9	26.7	106.0
2	CSc1ccccc1-n1nnnc1SCC(=O)Nc1ccccc1C	-0.1	-13.1	-2.0	4.1	106.0
3	COc1ccc(NC(=O)Nc2cccc(C)n2)cc1	-1.6	-8.1	-3.9	6.3	106.0
4	COc1ccc(-n2c(SCC(N)=O)nnc2-c2ccccc2F)cc1	-3.7	-7.9	-2.4	-4.0	100.0
5	Cc1ccc(N(CC(O)CN2CCCC2)S(=O)(=O)c2ccc(C)cc2)cc1 (stereo not drawn)	-4.0	8.9	-2.6	-37.2	/
6	CCN(CC)c1ccc(/C=C/c2nc3ccccc3s2)cc1	-0.6	1.5	-0.9	-0.8	81.0
7	O=C(NC1CCCCCC1)C1Cc2ccccc2CN1C(=O)c1ccco1 (stereo not drawn)	-0.8	-11.1	-0.8	-4.4	89.0
8	CCC(=O)N1N=C2CC(C)(C)OCC2C1c1ccccc1 (stereo not drawn)	-1.8	-7.5	0.9	1.7	97.0
9	COc1cccc(C(=O)Nc2cccc(OCC(=O)O)c2)c1	-4.0	-1.3	-4.6	1.9	95.0
10	O=C(CSc1nnnn1-c1ccccc1)Nc1ncc(Cc2cc(Cl)ccc2Cl)s1	-2.6	5.0	-3.8	6.8	96.0
11	CN1CCN(c2nc(-c3ccccn3)nc3ccccc23)CC1	-22.1	20.8	3.0	6.9	88.0
12	Cc1ccc(C(C(=O)NC2CCCCC2)N(Cc2ccco2)C(=O)Cn2cnc3ccccc32)cc1 (stereo not drawn)	-1.3	-15.6	-1.0	-4.6	100.0

nr	M18AAP inhibitor	NALP1 yeast inh	UBC9 SUMO inh	MEKK2mut PB1 HTS
1	1.3	-2.0	8.0	0.0
2	1.6	-7.2	1.8	2.0
3	-0.8	36.3	-5.2	2.0
4	-0.8	8.0	7.2	1.0
5	2.3	10.1	-10.0	/
6	1.2	15.7	8.0	2.0
7	-15.2	6.2	7.1	-3.0
8	0.1	/	10.6	-1.0
9	-11.9	6.1	6.4	1.0
10	-6.2	3.5	19.4	-7.0
11	4.3	18.7	-36.9	-5.0
12	-8.3	-3.1	-9.9	2.0

Later entries:
nr	Compound	IMP-1 inhibitor	FID counter	VIM-2 inh	HCV NS3 hel inh	MEKK2wt PB1 HTS
13	O=[N+]([O-])c1cccc(-c2nnc(-c3ccc4c(c3)OCO4)o2)c1	-2.1	6.6	-3.5	5.2	102.0
14	O=[N+]([O-])c1cc(C(F)(F)F)ccc1NCC1CCCO1 (stereo not drawn)	-3.3	1.8	0.7	-3.0	110.0
15	Cc1cc(C)nc(N(C#N)CC(=O)Nc2ccccc2)n1	-2.6	-5.0	-1.1	2.9	106.0
16	CC(=O)N1CCN(C(=S)NCc2ccccc2)CC1	-1.3	-11.0	-0.8	27.6	91.0
17	COC(=O)c1c(NS(=O)(=O)c2ccccc2)csc1C	-0.6	-4.4	0.2	-4.4	97.0
18	O=C(c1cccc(N2C(=O)C3CC=CCC3C2=O)c1)N1CCCc2ccccc21 (stereo not drawn)	-1.4	-12.9	-1.0	4.8	92.0
19	COc1ccc(C2c3ccc4ccccc4c3Oc3ncn(CCN4CCOCC4)c(=N)c32)cc1OC (stereo not drawn)	0.8	7.2	-1.6	-69.8	115.0
20	COc1cc(/C=N/NS(=O)(=O)c2ccccc2)c(OC)c(OC)c1	1.1	-6.5	-3.8	12.3	101.0
21	CCN(c1ccccc1)S(=O)(=O)c1ccc(Cl)c(NC(=O)COC(=O)c2ccc[n+]([O-])c2)c1	-2.3	-11.3	-2.3	-1.5	103.0
22	CCOc1ccc(/C=N/NC(=O)c2cc3c(OC)cc(OC)cc3[nH]2)cc1OC	-1.1	-32.6	-1.0	-29.8	103.0
23	O=C(Nc1cccc(F)c1)N1CCC(n2c(=O)[nH]c3ccccc32)CC1	-4.1	-19.4	-3.3	4.1	99.0
24	CCCCCC(=O)c1c(C)[nH]c(C(=O)OCC)c1C	0.5	-20.5	-1.2	-5.1	93.0

nr	M18AAP inhibitor	NALP1 yeast inh	UBC9 SUMO inh	MEKK2mut PB1 HTS
13	3.3	27.5	30.9	-1.0
14	1.1	-3.4	12.2	15.0
15	-1.9	15.7	14.7	6.0
16	-17.2	27.0	0.1	-1.0
17	-8.2	14.6	8.9	-4.0
18	3.0	-1.6	29.6	-4.0
19	-4.4	8.0	15.1	15.0
20	-0.8	-0.4	-16.6	3.0
21	6.8	15.3	2.5	-3.0
22	-0.2	-41.6	-6.3	3.0
23	-0.7	/	0.1	3.0
24	-0.7	19.8	-20.3	-2.0

Continued.
nr	Compound	IMP-1 inhibitor	FID counter	VIM-2 inh	HCV NS3 hel inh	MEKK2wt PB1 HTS
25	CN1CCN(C(CNS(=O)(=O)c2ccc(Cl)cc2)c2cccnc2)CC1 (stereo not drawn)	-2.0	1.6	-4.2	0.8	112.0
26	CCOC(=O)c1cccnc1SC(CC)C(=O)N1CCOCC1 (stereo not drawn)	-4.0	-1.8	-2.9	7.7	102.0
27	Cc1cc(C(=O)C(=O)N(C)C)c(C)n1-c1ccc(Cl)c(Cl)c1	-1.2	-30.6	-1.6	6.0	100.0
28	CC(NC(=O)CN1CCC(C(N)=O)CC1)c1ccccc1 (stereo not drawn)	0.1	-0.5	-0.1	2.3	104.0
29	Cc1cccc(N2CC(C(=O)Nc3ccc(S(=O)(=O)N4CCCCC4)cc3)CC2=O)c1C (stereo not drawn)	-5.3	-37.7	-0.7	-26.7	98.0
30	Cc1ccc(-n2nnc3c(=O)n(CC(N)=O)cnc32)cc1	-0.9	0.7	-1.1	0.8	105.0
31	CCN(CC)C(=O)CN(c1cccc(OC)c1)S(=O)(=O)c1ccc(C)cc1	-2.7	-26.8	-1.9	-2.1	102.0
32	O=C(COc1ccc2c(c1)OCO2)Nc1ccccc1C(F)(F)F	-2.0	-9.1	-1.7	5.8	103.0
33	COc1ccc(N2C(=O)CC(Sc3n[nH]c(-c4ccc(C)cc4)n3)C2=O)cc1 (stereo not drawn)	-1.2	-1.3	-1.9	0.6	91.0
34	CCOc1cc(-c2noc(CCC(=O)Nc3cccnc3)n2)ccc1OC	-2.1	-8.6	-2.2	-2.4	98.0
35	CCC(C)(C)NC(=O)/C=C/c1cc(OC)c(OC)c(S(=O)(=O)N2CCc3ccccc32)c1	-1.4	-6.4	-1.6	-7.6	100.0
36	CCn1c(=O)c([N+](=O)[O-])c(Cl)c2ccccc21	-1.6	5.1	-1.4	-5.6	98.0

nr	M18AAP inhibitor	NALP1 yeast inh	UBC9 SUMO inh	MEKK2mut PB1 HTS
25	4.8	7.0	8.2	5.0
26	7.7	-4.7	19.2	10.0
27	0.9	-10.6	-0.3	2.0
28	-9.6	10.7	0.7	1.0
29	7.7	-16.9	-5.3	-2.0
30	-12.3	7.4	7.6	4.0
31	-3.1	3.1	27.9	3.0
32	-3.2	15.7	19.6	3.0
33	-5.7	-2.2	-2.3	1.0
34	-1.1	17.6	21.3	-6.0
35	-1.3	4.2	21.2	4.0
36	-94.4	-16.5	26.6	-39.0

Additional compounds
nr	Compound	IMP-1 inhibitor	FID counter	VIM-2 inh	HCV NS3 hel inh	MEKK2wt PB1 HTS
37	COC(=O)c1ccccc1NC(=O)CSc1nnnn1C1CCCCC1	-4.0	-10.4	2.6	-8.4	98.0
38	Cc1cc(NC(=O)CSc2nnc(N)s2)c([N+](=O)[O-])cc1C	-2.3	8.0	-2.1	-11.1	77.0
39	Cc1nn(-c2ccccn2)c2c1C(c1ccccc1Cl)C1=C(N2)c2ccccc2C1=O (stereo not drawn)	-3.5	1.4	-3.1	7.8	100.0
40	CCn1cc(-c2cc(C(F)(F)F)n3nc(C(=O)O)cc3n2)c(C)n1	-2.0	-0.1	-0.9	-7.4	101.0
41	Cc1ccc(NC(=O)CN(C)S(=O)(=O)c2ccc3[nH]c(=O)oc3c2)c(C)c1	-2.7	-12.9	-2.2	0.2	103.0
42	O=C(Oc1ccc(C(=S)N2CCC(O)CC2)cc1)c1ccc(Cl)cc1	-1.8	-17.7	-2.8	-8.8	113.0
43	Cc1ccc(S(=O)(=O)Nc2ccc(N3CCCCC3)cc2)cc1	-1.5	-18.6	1.5	-4.0	87.0
44	COc1ccc2c(Cl)c(C(=O)NN)sc2c1	-1.6	-3.0	-3.0	-4.8	101.0
45	O=C(OCCN1CCCCC1)c1ccc(O)cc1	-1.2	2.1	1.1	0.3	104.0
46	O=S(=O)(NC1CCCCC1N1CCN(c2ccccc2F)CC1)c1ccccc1 (stereo not drawn)	-5.2	11.9	0.9	-9.5	102.0
47	CC(=O)N1CCn2c3c(c(=O)c4cc(C)ccc42)CCC31 (stereo not drawn)	-1.2	-3.8	-0.5	-7.6	/
48	CCCCNC(=O)[C@H]1C[C@H]1[C@@H](O)[C@H](CO)NC(=O)[C@H](CC(C)C)NC(=O)OC(C)(C)C	-1.6	-25.9	-1.3	36.1*	106.0

nr	M18AAP inhibitor	NALP1 yeast inh	UBC9 SUMO inh	MEKK2mut PB1 HTS
37	7.3	36.3	-0.1	1.0
38	4.3	-0.5	8.6	-4.0
39	1.6	14.7	15.0	2.0
40	5.6	9.8	4.9	1.0
41	4.5	-8.9	2.4	5.0
42	-0.8	4.4	3.7	9.0
43	-0.5	-2.6	6.4	-9.0
44	0.1	-21.0	11.4	8.0
45	-7.8	22.5	9.3	2.0
46	-4.3	17.3	-10.8	-2.0
47	0.3	12.5	45.6	/
48	3.6	18.9	9.2	0.0

New compounds follow.
nr	Compound	IMP-1 inhibitor	FID counter	VIM-2 inh	HCV NS3 hel inh	MEKK2wt PB1 HTS
49	Cn1c(SCC(=O)c2ccc(O)c(O)c2)nnc1-c1cccs1	0.2	-7.6	0.1	16.0	79.0
50	CC(=O)Nc1nc2n(n1)C(c1ccccc1)C=C(c1ccccc1)N2 (stereo not drawn)	-4.4	-11.8	-2.1	-5.8	95.0
51	Fc1ccc(SCCc2ccccn2)cc1	-2.3&-2.2	0.2&3.6	-2.8&-2.6	3.0&-5.3	90.0&101.0
52	COc1ccc(/C=N/N(C(C)=O)c2nc(-c3ccc(C)cc3)cs2)cc1	-0.8	1.9	-1.1	6.3	107.0
53	COc1cc(NC(=O)c2ccc3c(c2)OCCO3)ccc1NC(=O)c1ccccc1Cl	-2.7	-34.2	-1.8	-13.8	100.0

nr	M18AAP inhibitor	NALP1 yeast inh	UBC9 SUMO inh	MEKK2mut PB1 HTS
49	45.9*	13.3	16.3	-13.0
50	-1.6	-14.2	25.7	-2.0
51	0.8&-12.4	9.5&1.3	6.8&-0.6	-14.0&0.0
52	-7.0	11.5	25.7	4.0
53	-2.9	4.2	-3.7	-1.0

Compounds were not picked by outcome. Share with any hit: about 4.7%.
